# LGR2 antag: inhibitors of bursicon-induced LGR2 CRE-luciferase signal, primary screen, cell-based, HEK293, CRE-luciferase reporter, bursicon stimulation | Drosophila bursicon receptor LGR2 (rickets) | bursicon-stimulated, 4 h | inhibition, % at 9.99 µM | actives 0.35% (n = 380,000) | AID 720647, 2013;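 active = drop in luminescence signal, shown as inhibition above about 50% in the replicate tests, limit read from the data, passing the limit was not always enough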;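 also: agonist challenge used bursicon conditioned medium at about half maximal strength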
# PAX8 reporter: inhibitors of PAX8-driven TPO luciferase reporter, primary screen, RMG-I cells, single concentration | inhibition, % at 12.6 µM | actives 1.2% (n = 360,000) | SteadyGlo, 24 h | AID 652154, 2013;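 active = mean replicate inhibition at least 60% with every replicate also reaching 60%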;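 also: luciferase light reporting Pax8 driven TPO promoter activity; plate controls were median of neutral control wells for no effect and mitoxantrone controls for full effect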
# INS-1E GSIS act: GLuc luminescence reporter in INS-1E cells, primary screen for activators of glucose-dependent secretion of insulin; INS-1E GLuc reporter insulin secretion, 2-3 h; activation, % at 16.6 µM; actives 0.61% (n = 370,000); AID 743287, 2014;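 active = lowest replicate activation of at least 40%, so every replicate reaches that level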;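 also: 0% = median of neutral control wells and 100% = median of IBMX positive control wells; some compounds called inactive have numbers as strong as hits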
# * = called active by the depositor.
SMILES,LGR2 antag,PAX8 reporter,INS-1E GSIS act
COC(=O)[C@]12C[C@H](CC(=O)NCC3CCCCC3)C(=O)N(CCC3=CCCCC3)C1=C[C@H](COCc1ccccc1)O[C@@H]2C,5,12,-10
CC(C)C[C@H]1CN(CCCC[C@H]2CNC(=O)C(=O)N2CC2CCCCC2)C(=O)C(=O)N1CCc1ccc(O)cc1,1,1,-4
Cc1cccc(C)c1NC(=O)C1(C)CN(S(C)(=O)=O)CC(=O)N1Cc1ccco1 (configuration not stated),-9,20,33
Cc1ccc(Cc2c(-c3cccc(Br)c3)nc3c(Cl)cc(C(F)(F)F)cn23)cc1,-11,-3,5
Cc1cccc(-c2ccc3c(c2)[C@@H]2C[C@H]4[C@@H](CN2CC3)[C@H](C)ON4C)c1,-20,2,-27
COc1ccccc1S(=O)(=O)N[C@@H]1CC[C@@H](CCn2cc(C3CCCC3)nn2)O[C@H]1CO,35,6,-2
CC(C)(C)NC(=S)NC(=O)C12CC3CCC(CC(C3)C1)C2,28,3,10
CC1(C)CC(=NNC(=O)c2n[nH]c3c2CCC3)CC(C)(C)N1,-24,-18,6
C[C@@H](NC(=O)[C@@H]1CCCN1C(=O)[C@@H]1CCCN1C(=O)c1cccc2ccccc12)c1ccccc1,15,15,-7
CCCCCn1nnnc1-c1nc2cc3ccccc3cc2[nH]c1=O,0,47,-4
O=C(NCc1ccccc1)C1C(c2ccc3c(c2)OCO3)=Nc2ccccc2N1C(=O)c1ccccc1 (configuration not stated),-13,41,16
CC(C)(C)NC(=O)C(c1cc2ccccc2o1)n1c(-c2ccc(-c3ccccc3)cc2)nc2ccccc21 (configuration not stated),-58,-135,9
Cc1ccc(CN2C(=O)c3ccccc3C2c2nnnn2C(C)C)cc1 (configuration not stated),13,4,15
Cc1ccc(Cn2cc(CN3CC(N4CCN(CCN(C)C)CC4)CS3(=O)=O)nn2)cc1 (configuration not stated),-2,-5,3
O=C1c2[nH]c3ccccc3c2CC1N1C(=O)c2ccccc2C1=O (configuration not stated),-14,-17,6
CN(C)CCN(Cc1ccccc1)C(c1ccnc2ccccc12)c1nnnn1-c1ccc2c(c1)OCCO2 (configuration not stated),-8,-5,-25
FC(F)(F)c1cc(Cc2nc3ccccc3n2C(CCc2ccccc2)c2nc3ccccc3[nH]2)cc(C(F)(F)F)c1 (configuration not stated),-3,16,-3
COC1=C(c2ccccc2)C(=O)c2ccccc2C1=O,1,11,-18
Cc1ccc(NC(=O)CN(C)Cc2c(O)ccc3ccccc23)cc1,12,13,-29
CCN(c1ccccc1C(=O)O)S(=O)(=O)c1cccc2nsnc12,13,1,13

# Whole records as entered above. Order of screens: LGR2 antag | PAX8 reporter | INS-1E GSIS act
# Results for `CN(C)CCN(Cc1ccccc1)C(c1ccnc2ccccc12)c1nnnn1-c1ccc2c(c1)OCCO2` (configuration not stated) = -8 | -5 | -25
# Results for `Cc1ccc(NC(=O)CN(C)Cc2c(O)ccc3ccccc23)cc1` = 12 | 13 | -29
# Results for `Cc1ccc(CN2C(=O)c3ccccc3C2c2nnnn2C(C)C)cc1` (configuration not stated) = 13 | 4 | 15
# Results for `CCN(c1ccccc1C(=O)O)S(=O)(=O)c1cccc2nsnc12` = 13 | 1 | 13
# Results for `CC(C)(C)NC(=O)C(c1cc2ccccc2o1)n1c(-c2ccc(-c3ccccc3)cc2)nc2ccccc21` (configuration not stated) = -58 | -135 | 9

# (list continues)
SMILES,LGR2 antag,PAX8 reporter,INS-1E GSIS act
COc1ccc2c(c1)[nH]c1c(=O)n(/N=C/C3C(C)C=C(C)CC3C)c(=O)[nH]c12 (configuration not stated),7,-11,12
c1cc2c(cc1-c1csc(NNC3=NCCCCC3)n1)OCCO2,-52,-53,-5
COC(=O)C1=C(C)N(Cc2cccc(C(F)(F)F)c2)C(=NCc2cc(OC)c(OC)c(OC)c2)NC1c1ccccc1C(F)(F)F (configuration not stated),-5,-5,-27
COC(=O)[C@@]1(Cc2ccc(F)cc2)[C@H]2c3cc(C(=O)N(C)C)n(CCCNc4ncc(C(F)(F)F)cc4Cl)c3C[C@H]2CN1C(=O)c1ccccc1,9,49,-13
O=C(NCc1ccccc1)[C@@H]1CCCN1C(=O)[C@H]1CCCN1C(=O)c1cccc2ccccc12,0,1,-14
O=C(CSc1nc2ccccc2s1)Nc1ccc2c(c1)OCO2,-13,12,-7
COC(=O)C1=C(C)N(Cc2ccccc2C(F)(F)F)C(=NCc2ccc(C(F)(F)F)cc2)NC1c1ccc(Cl)cc1 (configuration not stated),-4,-5,-23
Cc1ccc(C(=O)NCC(=O)OCC(=O)Nc2ccc(Cl)cc2C(F)(F)F)cc1C,6,8,6
COc1ccc(OC)c(NC(=O)c2cccc(NC(=O)c3ccccc3C(=O)O)c2)c1,-8,-6,10
CCCCOCC1CN(CCCC)S(=O)(=O)c2c(cccc2Sc2ccc(OC)c(OC)c2)O1 (configuration not stated),15,-7,-3

# 4 entries from above, as tab-separated lines.
compound	LGR2 antag	PAX8 reporter	INS-1E GSIS act
C[C@@H](NC(=O)[C@@H]1CCCN1C(=O)[C@@H]1CCCN1C(=O)c1cccc2ccccc12)c1ccccc1	15	15	-7
CCCCCn1nnnc1-c1nc2cc3ccccc3cc2[nH]c1=O	0	47	-4
O=C(NCc1ccccc1)C1C(c2ccc3c(c2)OCO3)=Nc2ccccc2N1C(=O)c1ccccc1 (configuration not stated)	-13	41	16
CC(C)(C)NC(=O)C(c1cc2ccccc2o1)n1c(-c2ccc(-c3ccccc3)cc2)nc2ccccc21 (configuration not stated)	-58	-135	9

# Other results
SMILES,LGR2 antag,PAX8 reporter,INS-1E GSIS act
Cc1cccc(NC(=O)c2nc[nH]c2C(=O)N(C)CCO)c1,10,-11,-1
O=C(Nc1cccnc1)c1ccc(C(=O)Nc2cccnc2)cc1,12,-8,11
C[C@H](O)[C@@H]1C(=O)N2CCc3c([nH]c4c(-c5ccccc5)cccc34)[C@@H]2C[C@@H]1N(C)C(=O)c1ccccc1F,19,11,-28
Cc1cc(C)c2nc(N3CCC(C(=O)NCCCN4CC(C)CC(C)C4)CC3)sc2c1 (configuration not stated),-9,-81,-7
OC1CCN(C(=S)Nc2ccc(Oc3ccccc3)cc2)CC1,-10,3,0
Nc1[nH]c(C(=O)c2ccccc2)c(-c2ccc(Cl)cc2)c1C(=O)NCCc1c[nH]c2ccccc12,-4,-10,-12
CC(C)n1nnnc1C1c2ccccc2C(=O)N1CCc1ccccc1F (configuration not stated),-53,-150,6
COc1ccccc1N1C(=O)[C@@H]2[C@H](C1=O)[C@H](C(=O)c1ccc(OC(C)=O)cc1)N1N=CC=C[C@@H]21,-9,3,-6
CCC(C)(C)NC(=O)Cn1c(-c2ccccc2)cc(C(C)=O)c1C,13,15,7
O=C1NC[C@H](CCCCN2CCN(CCc3ccccc3)C(=O)C2=O)N(CCc2ccccc2)C1=O,-36,-6,20
CC(C(=O)NC1CCCC1)n1c(-c2ccncc2)nc2ccccc21 (configuration not stated),-19,2,-10
Oc1oc(-c2ccc(Br)cc2)nc1/C=N/c1ccccn1,-33,-90,7
COC(=O)c1cccc(N2C(=O)C[C@](Sc3ccc(C)cc3)(C(=O)OC)[C@H]2c2ccccc2)c1,24,56,-24
COc1ccc(-c2ccc3n(c2=O)C[C@H]2[C@H](CO)[C@@H](C(=O)NCCN4CCCC4)N(C)[C@@H]32)cc1,-25,-3,5
CC(C)c1cc(Cn2c3ccccc3c(=O)n2C(C)Cn2cc(-c3ccc(C(C)(C)C)cc3)nn2)on1 (configuration not stated),15,26,-40
O=C(COC(=O)Cc1ccsc1)Nc1ccccc1,9,-14,8
CCC(CC)c1nnc(NC(=O)CSCc2c(C)noc2C)s1,-12,-10,-5
CCN=C1NC(c2ccc(C(F)(F)F)cc2)C(C(=O)OC)=C(C)N1Cc1ccccc1C(F)(F)F (configuration not stated),0,-15,-47
Cc1ccc(Cn2cc(CN3CC(N(C)C)CS3(=O)=O)nn2)cc1 (configuration not stated),-4,6,0
O=C(NCc1ccccn1)c1cccc(S(=O)(=O)Nc2ccc(F)cc2)c1,-14,7,-2
COc1cc(NC(=O)CSc2nc3[nH]ncc3c(=O)n2-c2ccccc2C)cc(OC)c1OC,-21,13,15
O=C(Nc1cc(N2CCCCC2)ncn1)c1ccc(F)cc1,-15,-38,1
COc1ccc2c3c([nH]c2c1)[C@@H](CO)N(C(=O)NC(C)C)CC31CN(C(=O)C2CCCC2)C1,-4,6,4
Cc1c(Cl)cccc1NC(=O)c1ccc(OCC(=O)NCc2ccccc2)cc1,-6,28,2
NC(=O)c1csc(-c2ccc(CO)o2)n1,2,19,8
CC(Cc1c[nH]c2ccccc12)NC(=O)OCCCl (configuration not stated),14,11,1
CCOC(=O)[C@]12CCC=C1N(Cc1ccccc1)C(=O)[C@H](CC(=O)NCC13CC4CC(CC(C4)C1)C3)C2,22,11,-23
CC1CCCCN1CC(=O)Nc1ccc2c(c1)OC(F)(F)O2 (configuration not stated),-5,-17,0
Nc1nc(Cl)cc(=O)n1Cc1ccc(Cl)cc1,-6,-3,-1
CC(C)(C)OC(=O)N[C@@H]1C=CC(=O)C1,26,-16,-3
O=S1(=O)CC(N2CCN(CCO)CC2)CN1Cc1cn(Cc2ccc(F)cc2)nn1 (configuration not stated),-4,-24,10
CCCCNC(=O)C1c2ccccc2OCC(=O)N1C1CC1 (configuration not stated),5,2,1
CCOc1ccccc1N(CC(=O)N1CCN(Cc2ccccc2)CC1)S(=O)(=O)c1ccccc1,2,-4,-15
N#Cc1ccc(C23CC4(C2)[C@H](CN(CC2CCCCC2)[C@@H]4c2ccccc2)C3c2ccc(C(F)(F)F)cc2)cc1 (some centres not stated),10,31,-15
C[C@H]1COc2cccc(N3CCC[C@H]3CO)c2S(=O)(=O)N1,-17,-18,6
Cc1ccc(-n2nc(C)cc2NC(=O)CC#N)cc1,-3,-6,-2
Cc1ccc(C(=O)N/C(=C/c2cccs2)C(=O)N2CCCCC2)cc1,1,-4,6
COc1c(C)cccc1C(=O)NC(=S)Nc1cccc2nsnc12,-77,3,-12
COc1ccc(CNC(=O)c2c(N)[nH]c(C(=O)c3ccccc3)c2-c2ccc3ccccc3c2)cc1OC,11,21,10
CCCCn1nnnc1C1(C)CCC(=O)N1Cc1cccs1 (configuration not stated),7,0,1
COc1ccc(CCC(=O)N2c3ccccc3N=C(c3ccc(C(F)(F)F)cc3)C2C(=O)NC(C)(C)C)cc1 (configuration not stated),-24,22,-13
O=P(C(=S)Nc1ccccc1Cl)(c1ccccc1)c1ccccc1,5,-10,-2
Nc1[nH]c(C(=O)c2ccc(Br)cc2)c(-c2cccc3ccccc23)c1C(=O)NCCc1c[nH]c2ccccc12,18,10,1
CCOC(=O)C1(CC2CCCCO2)CCN(Cc2nc(-c3cccs3)oc2C)CC1 (configuration not stated),-1,26,1
O=C(NC1CCCCC1)OC[C@@H]1CSCCS(=O)(=O)N1,-20,-7,8
O=C(NCc1ccncc1)[C@@H]1CCCN1C(=O)[C@H]1CCCN1C(=O)c1cccc2ccccc12,-2,15,10
Cc1ccccc1CC1S/C(=N/N=C/c2ccco2)NC1=O (configuration not stated),-7,14,-4
COc1cccc(C=NN(C)c2c([N+](=O)[O-])cc(C(F)(F)F)cc2[N+](=O)[O-])c1O,-8,27,-7
C#CCn1c2ccccc2c(=O)n1C(C)CBr (configuration not stated),4,-5,10
CCNC(=O)[C@@H]1[C@@H](CO)[C@@H]2Cn3c(ccc(C4=CCCCC4)c3=O)[C@@H]2N1Cc1ccc2c(c1)OCO2,8,22,-10

# Later entries
SMILES,LGR2 antag,PAX8 reporter,INS-1E GSIS act
CC(C)[C@@H]1Cc2[nH][nH]c(=O)c2[C@H](c2ccc(F)cc2)O1,2,-12,-32
O=C1c2ccccc2C(c2nnnn2Cc2ccccc2)N1Cc1ccc(F)cc1 (configuration not stated),1,0,-33
CCOC(=O)C1CCCN(c2cc(=O)n(C3CCCCC3)c(=O)[nH]2)C1 (configuration not stated),7,2,32
O=C(NCCN1CCC(n2c(=O)[nH]c3ccccc32)CC1)c1ccc(C(F)(F)F)cc1C(F)(F)F,9,14,-23
CC=Cc1ccc2n(c1=O)C[C@H]1[C@H](CO)[C@@H](C(=O)NCCOC)[C@@H]2N1Cc1ccccc1OC (mixture of isomers),12,0,10
Nc1nc2cc3c(cc2cc1C(=O)NCc1cccnc1)OCO3,-17,-65,-32
Nc1[nH]c(C(=O)c2ccccc2)c(-c2ccc(Cl)c(F)c2)c1C(=O)c1c[nH]c2ccccc12,2,13,-39
C[C@H](NC(=O)[C@@H]1CCC(=O)N1Cc1ccco1)c1ccccc1,8,16,0
O=S1(=O)CCC(N(N=Cc2ccco2)c2ccccc2)C1 (configuration not stated),-3,-2,-4
CCCCCNC(=O)C(c1ccncc1)n1c(=O)c(-c2ccco2)nc2ccccc21 (configuration not stated),16,-10,6
Cc1cc(Cl)nc2ccc(Cc3ccc4nc(Cl)cc(C)c4c3)cc12,-29,3,-5
CC(C)C[C@H]1COc2cccc(N3CCN(Cc4ccccc4F)CC3)c2S(=O)(=O)N1,11,-4,-24
COCCN1C(=O)COc2ccccc2C1C(=O)NC1CCCC1 (configuration not stated),6,-7,-2
S=C(NCCc1ccccc1)Nc1ccc(Br)cn1,-53,-14,-2
N#Cc1cc([N+](=O)[O-])ccc1NC(=O)COC(=O)CCC1CCCCC1,8,24,-14
O=C(NC1CCCC1)C1c2ccccc2OCC(=O)N1Cc1ccc2c(c1)OCO2 (configuration not stated),8,-31,5
Cc1ccc(CN2C(=O)c3ccccc3C2c2nnnn2-c2c(C)cccc2C)cc1 (configuration not stated),-11,11,-20

# Screens from PubChem.

# A portion of the library; the hit share may differ from the screen's.
